SMARCA2 act – activators of SMARCA2 function. actives 1% (n = 370,000). AID 652017. activation, % at 9.1 µM. MG213 cells, MMTV-luciferase reporter, dexamethasone, overnight; in the data active = activation above about 7.8%;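 also: 0% = vehicle wells and 100% = reference activator wells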
ssDAF12 agonist – activators of S. stercoralis DAF-12 nuclear receptor. HEK293 ssDAF-12/GRIP1 lit1-tk-luc reporter, luminescence; % of 3 µM dafachronic acid response. activation, % at 6.8 µM. actives 1% (n = 370,000). AID 652126;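 active = activation above the mean over all tested compounds plus 3 SD, cut at about 0.9% in these data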;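 also: 0% = DMSO-only wells and 100% = 3 µM delta7-dafachronic acid wells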
hgDAF-12 ag – activates the H. glycines DAF-12 receptor ligand-binding domain | actives 1.8% (n = 370,000) | activation, % at 6.8 µM | HEK293 GAL4-hgDAF12 UAS-luciferase reporter, agonist luminescence; normalized to butyrate control | AID 687014;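 active = activation above a cutoff set at the mean of all screened compounds plus 3 SD, cut at about 10% in these data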;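 also: 0% = DMSO wells and 100% = sodium butyrate wells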
ADAM17 inh – inhibits human ADAM17. P78536. recombinant ADAM17, EDANS/DABCYL FRET peptide cleavage. inhibition, % at 6.95 µM. actives 0.83% (n = 370,000);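 active = inhibition above the mean of compounds lying between control limits plus 3 SD, set per campaign, cut at about 8.5% in these data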;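 also: 0% = DMSO-only wells as the low control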
Target sequence (P78536 215-824 limits assumed): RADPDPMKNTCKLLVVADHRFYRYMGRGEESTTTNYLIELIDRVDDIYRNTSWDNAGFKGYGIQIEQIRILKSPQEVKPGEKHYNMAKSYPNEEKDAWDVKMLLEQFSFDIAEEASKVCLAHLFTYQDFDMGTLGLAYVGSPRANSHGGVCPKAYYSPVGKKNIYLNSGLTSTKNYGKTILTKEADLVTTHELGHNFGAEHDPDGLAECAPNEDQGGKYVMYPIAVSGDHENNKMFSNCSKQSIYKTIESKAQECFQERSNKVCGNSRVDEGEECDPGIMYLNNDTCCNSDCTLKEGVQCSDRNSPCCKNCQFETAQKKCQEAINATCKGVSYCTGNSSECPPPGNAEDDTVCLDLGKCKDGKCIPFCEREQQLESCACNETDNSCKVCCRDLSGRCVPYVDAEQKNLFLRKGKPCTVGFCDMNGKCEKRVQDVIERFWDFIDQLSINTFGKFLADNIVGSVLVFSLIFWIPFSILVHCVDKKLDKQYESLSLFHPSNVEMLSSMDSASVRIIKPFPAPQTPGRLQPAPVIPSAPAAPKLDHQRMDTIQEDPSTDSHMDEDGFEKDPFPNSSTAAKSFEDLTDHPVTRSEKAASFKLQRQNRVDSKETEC
FXN GAA850 act – activators of GAA850 frataxin (FXN) promoter | HEK293 lucGAA850 FXN promoter luciferase reporter, 24 h; percent of 10 µM SAHA response | actives 0.56% (n = 360,000) | activation, % at 6 µM;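 active = activation above the average of all compounds screened plus 3 SD, cutoff fixed separately per campaign, cut at about 7.5% in these data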;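 also: 0% = DMSO wells and 100% = 10 µM SAHA wells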
ADAM10 inh – inhibits human ADAM10; O14672; AID 720582; actives 0.62% (n = 370,000); inhibition, % at 7 µM; recombinant ADAM10, EDANS/DABCYL FRET peptide cleavage, 3 h;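 active = inhibition above a per-campaign cutoff equal to the mean of compounds falling between control-based bounds plus 3 SD, cut at about 20% in these data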;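 also: 0% = DMSO wells while the 100% control is not disclosed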
GC-A act – GC-A (human) enzyme activation; actives 0.14% (n = 370,000); HEK293 GC-A cells, cGMP TR-FRET, EC30 ANP; 0% at EC30 ANP, 100% saturating ANP; AID 1671463; activation, % at 10 µM; P16066; in the data active = activation above about 40%
DAX1 inh-1 – inhibitors of DAX1 repression of SF-1 activated StAR promoter. HEK293T StAR-luciferase reporter, SF-1/DAX-1 repression relief. inhibition, % at 6.8 µM. actives 1.1% (n = 370,000). AID 652010;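 active = inhibition above the mean over all tested compounds plus 3 SD, cut at about 3.6% in these data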;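 also: 0% = DAX-1 cells with DMSO and 100% = cells lacking DAX-1 with DMSO; higher inhibition means more luminescence from relief of DAX-1 repression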
PG9 binder – binds the HIV-1 gp120 antibody PG9. actives 0.43% (n = 360,000). AID 624416. inhibition, % at 6.7 µM. TR-FRET gp120-PG9 antibody binding; in the data active = inhibition above about 8.5%
DAX1 inh-2 – inhibitors of human orphan nuclear receptor DAX1 (NR0B1) | AID 504766 | inhibition, % at 6.75 µM | P51843 | HEK293 Gal4-DAX1 luciferase reporter, luminescence | actives 0.99% (n = 340,000);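 active = inhibition above the mean over all tested compounds plus 3 SD, cut at about 4.2% in these data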;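 also: 0% = DAX1-transfected cells with DMSO and 100% = empty-vector control cells with DMSO; inhibition shows as a rise in luminescence from relieved DAX1 repression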
Target sequence (P51843 207-470 limits assumed): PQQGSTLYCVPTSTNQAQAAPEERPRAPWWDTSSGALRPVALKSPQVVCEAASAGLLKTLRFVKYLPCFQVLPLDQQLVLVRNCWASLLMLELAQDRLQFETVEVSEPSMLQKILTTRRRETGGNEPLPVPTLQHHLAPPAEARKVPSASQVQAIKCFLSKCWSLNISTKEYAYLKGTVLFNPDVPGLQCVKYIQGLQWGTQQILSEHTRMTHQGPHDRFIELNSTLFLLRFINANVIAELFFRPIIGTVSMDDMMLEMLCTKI
hcDAF-12 act – H. contortus DAF-12 activation, primary screen | HEK293 hcDAF-12 lit1-tk-luc reporter, luminescence; 0% DMSO, 100% Δ7-dafachronic acid | activation, % at 6.8 µM | actives 1.4% (n = 370,000) | AID 652067;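 active = activation above the mean of all tested compounds plus 3 SD, cut at about 5.5% in these data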;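 also: 100% = response to 3 µM Δ7-dafachronic acid high control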
Numbers without * were called inactive; i = inactive; . = no result given. Rows are unselected. Share with any hit: about 6.8%.

Values run as follows: SMARCA2 act	ssDAF12 agonist	hgDAF-12 ag	ADAM17 inh	FXN GAA850 act	ADAM10 inh	GC-A act	DAX1 inh-1	PG9 binder	DAX1 inh-2	hcDAF-12 act
CCCCOC(=O)c1ccc(NC(=O)c2ccc(F)cc2F)cc1
→ 0	-1.6	0.2	-3	1.3	12	-4	-0.2	-0.4	1.9	0.6
CCOc1ccc(OCC)c(S(=O)(=O)NCc2cccnc2)c1
→ -1	-1.4	-1.8	1	-2.0	-6	-2	-0.5	-0.6	-0.3	1.2
COc1ccc(NC(=O)C2CCCN(S(=O)(=O)c3cccc4nonc34)C2)c(OC)c1 (stereo not drawn)
→ -2	-0.1	-1.8	1	1.6	-3	4	0.1	-1.4	0.1	-2.2
COCCCNC(=S)NCCNc1nc2cc(C)c(C)cc2cc1C#N
→ -2	-1.4	-1.2	-31	1.8	-100	-2	-0.2	-2.0	1.6	0.2
O=c1c2c(n3nnnc3n1Cc1ccc(Cl)cc1)-c1ccccc1CC21CCCC1
→ -3	-1.3	-1.9	-4	.	-7	5	0.2	.	.	-1.2
CC(=O)Nc1ccc(S(=O)(=O)Nc2cccc(C(=O)Nc3ccccc3C(=O)O)c2)cc1
→ -2	-1.8	0.9	-2	-3.9	2	0	-0.1	1.1	-0.9	-2.9
O=C(c1nsnc1-c1ccccc1O)N1CCCCC1
→ 0	-1.1	-1.8	-4	-0.7	-5	2	-1.1	0.8	-0.7	-2.6
Cc1nc(-c2ccc(S(=O)(=O)N3CCN(c4cccc(C)c4C)CC3)cc2)co1
→ 0	-1.1	-0.5	5	1.7	4	-3	-1.3	-0.5	0.3	-1.0
CCOC(=O)C1=NN(C(=O)c2ccc(OC)cc2)C(O)(c2ccc(Cl)cc2)C1 (stereo not drawn)
→ 1	-1.8	3.8	7	0.7	14	6	-0.6	-2.8	-0.7	-1.8
O=C1NC[C@H](CCCCN2CCN(CCC3CCCCC3)C(=O)C2=O)N(CCC2CCCCC2)C1=O
→ -3	-0.4	1.4	4	.	-20	-1	0.6	-0.6	.	-0.6

Of the compounds above, these have nitrogen in an aromatic ring:
Values run as follows: SMARCA2 act	ssDAF12 agonist	hgDAF-12 ag	ADAM17 inh	FXN GAA850 act	ADAM10 inh	GC-A act	DAX1 inh-1	PG9 binder	DAX1 inh-2	hcDAF-12 act
CCOc1ccc(OCC)c(S(=O)(=O)NCc2cccnc2)c1
→ -1	-1.4	-1.8	1	-2.0	-6	-2	-0.5	-0.6	-0.3	1.2
COc1ccc(NC(=O)C2CCCN(S(=O)(=O)c3cccc4nonc34)C2)c(OC)c1 (stereo not drawn)
→ -2	-0.1	-1.8	1	1.6	-3	4	0.1	-1.4	0.1	-2.2
COCCCNC(=S)NCCNc1nc2cc(C)c(C)cc2cc1C#N
→ -2	-1.4	-1.2	-31	1.8	-100	-2	-0.2	-2.0	1.6	0.2
O=c1c2c(n3nnnc3n1Cc1ccc(Cl)cc1)-c1ccccc1CC21CCCC1
→ -3	-1.3	-1.9	-4	.	-7	5	0.2	.	.	-1.2
O=C(c1nsnc1-c1ccccc1O)N1CCCCC1
→ 0	-1.1	-1.8	-4	-0.7	-5	2	-1.1	0.8	-0.7	-2.6
Cc1nc(-c2ccc(S(=O)(=O)N3CCN(c4cccc(C)c4C)CC3)cc2)co1
→ 0	-1.1	-0.5	5	1.7	4	-3	-1.3	-0.5	0.3	-1.0

Later entries
Values run as follows: SMARCA2 act	ssDAF12 agonist	hgDAF-12 ag	ADAM17 inh	FXN GAA850 act	ADAM10 inh	GC-A act	DAX1 inh-1	PG9 binder	DAX1 inh-2	hcDAF-12 act
N#C/C(=C\c1ccc(OCC(N)=O)cc1)S(=O)(=O)c1ccccc1
→ 4	-1.8	-0.8	-4	-0.2	-9	-2	0.5	-1.1	2.7	-0.6
Cc1cc(C)c(S(C)(=O)=O)c(N(C)N)n1
→ 1	-1.2	2.5	-3	1.5	-9	2	0.0	-0.8	-0.1	-1.0
COc1ccc(C(=O)C(=O)N2CCC(Cc3ccccc3)CC2)cc1OC
→ -5	-1.4	-2.2	-2	.	-13	0	0.3	0.6	.	-2.6
COc1ccc(C(=O)Nc2c(-c3cccs3)c(=O)c3ccccc3n2C)cc1
→ -4	-0.5	-1.6	-3	-1.4	-7	-3	-1.1	-2.3	0.2	-1.6
N#CCCNC(=O)Cn1c(COc2ccc(Cl)cc2)nc2ccccc21
→ 0	-0.8	2.1	-7	-0.7	-8	0	-0.1	-2.8	0.6	1.6
COc1ccc(C(=O)Nc2ccccc2C(=O)N/N=C/c2cccc3ccccc23)cc1
→ 0	-0.5	0.2	-4	2.9	-10	-8	-0.3	-1.2	-1.9	2.6
O=C(/C=C/c1ccccc1Cl)N(Cc1ccc(Cl)cc1)C1CCS(=O)(=O)C1 (stereo not drawn)
→ 1	-1.6	-5.7	1	-0.7	-8	-30	0.2	-0.4	0.7	0.6
COc1ccc(CC(=O)c2ccc(O)cc2O)cc1OC
→ -1	0.1	1.8	9.7*	3.5	7	-3	0.4	-2.4	0.3	-0.6
COc1ccc2nc(COC(=O)c3cccs3)c(C(C)=O)[n+]([O-])c2c1
→ 2	-0.9	-0.7	-11	0.3	-28	2	-0.1	-1.3	1.0	-2.0
Cc1cccc(NC(=O)c2cc3c(=O)n4ccccc4nc3s2)c1
→ -3	-1.0	1.0	-59	0.8	-159	1	-0.3	2.3	-1.1	0.7
COc1ccc(CNC(=O)CN(Cc2ccccc2)C(=O)CCC(=O)Nc2ccccn2)cc1
→ -1	-1.4	-0.8	1	-3.2	1	-4	-0.3	-0.8	0.8	-1.5
COc1cc(NC(=O)Cn2ccsc2=N)cc(OC)c1
→ -1	-2.0	-1.0	-4	0.4	-11	-2	-0.4	-0.1	-0.6	-1.1
OCC(O)C1OC(c2ccco2)OC(CO)C1O (stereo not drawn)
→ -1	-0.6	0.3	-5	0.8	-9	0	-0.3	-1.0	0.1	0.6
O=C(c1nc2ccccn2c1CN1CCCC(OCc2ccccc2)C1)N1CCCC1 (stereo not drawn)
→ 0	-0.4	-0.2	-3	3.2	-8	-5	-0.3	0.2	-0.7	-0.8
CC(C(=O)Nc1nccs1)N1C(=O)c2ccccc2S1(=O)=O (stereo not drawn)
→ 2	-0.8	1.8	-7	1.4	-13	5	-1.4	-1.5	0.4	-0.7
O=C1COc2ccc(C(=O)COC(=O)c3ccco3)cc2N1
→ 1	0.1	3.8	-3	0.3	-5	-2	0.8	1.0	1.0	1.6
C[C@H](CO)N1C[C@H](C)[C@@H](CN(C)C(=O)Nc2ccc3c(c2)OCO3)Oc2ccc(NC(=O)C3CCCCC3)cc2C1=O
→ 3	-1.2	1.4	0	-0.2	-12	3	0.0	1.2	1.0	0.1
COc1ccc(CCN2CC(C(=O)NCCc3ccc(C(F)(F)F)cc3)CCC2=O)cc1 (stereo not drawn)
→ 0	-1.4	1.2	0	-5.1	0	-5	-3.3	-1.1	0.1	0.4
C=CCNc1nc2c(c(=O)[nH]c(=O)n2C)n1CCCCC
→ 1	-1.0	-0.3	1	2.8	5	-10	1.0	0.2	2.8	-0.2
Cc1ccc(Sc2ccc(C(=O)NC(C)C)cc2[N+](=O)[O-])cc1
→ -1	-1.1	-2.4	-2	2.1	-3	1	-0.4	0.3	0.0	-1.2
O=C(c1ccc2c(=O)n(Cc3ccc(Cl)cc3)c(=S)[nH]c2c1)N1CCCC1
→ -2	-0.4	1.8	0	0.8	-4	-2	0.4	-0.1	0.5	-0.3
O=C1CN(C(=O)COc2ccccc2Cl)c2ccccc2N1
→ -3	-1.1	-1.5	-2	-0.5	-8	-2	-0.9	0.6	-0.1	-2.1
COc1ccc(/C=N/OCC(=O)NC(c2ccccc2)c2ccccc2)cc1OC
→ -5	-2.6	-8.9	1	-0.7	-3	-4	-3.2	-0.3	-3.3	-6.9
O=C1CS/C(=N\c2ccccn2)N1C1CCCCC1
→ 0	-1.3	0.1	3	0.0	-2	1	0.4	3.2	-0.2	-1.8
Fc1ccccc1CSc1ncnc2c1ncn2C1CCCO1 (stereo not drawn)
→ 2	-1.5	1.3	-4	-2.9	0	2	2.8	0.3	-0.8	0.1
O=C(c1cccc(C(F)(F)F)c1)C1CCCN(C(=O)CN2CCOC2=O)C1 (stereo not drawn)
→ -1	-1.3	1.1	-6	2.3	-10	4	-0.4	-0.7	0.7	-1.3
Fc1ccc(/C=N/Nc2nnnn2-c2ccccc2)cc1
→ 1	-1.0	1.0	-12	-0.5	-31	-1	-0.5	0.6	-0.2	0.4
CCN(CC)c1ccc(NC(=O)CN2CCN(c3nc(C)cc(C)n3)CC2)cc1
→ 1	-0.3	0.7	-1	-3.0	9	-2	-1.3	-2.0	1.4	-1.5
O=C(CN(Cc1ccco1)C(=O)CNS(=O)(=O)c1ccc(F)cc1)NCc1ccccc1
→ -3	-1.0	-2.1	2	0.3	1	-2	-0.3	1.1	1.7	-2.9
O=C(NCc1cccnc1)C1C2C=CC(C2)C1C(=O)Nc1cccc(C(F)(F)F)c1 (stereo not drawn)
→ 2	-1.2	-0.2	0	1.9	-3	-1	-0.9	-0.3	1.2	-0.1
O=S(=O)(Nc1ccc(Br)cc1)N1CCOCC1
→ 2	-1.3	0.0	1	-0.7	-5	0	-0.8	-1.7	0.7	0.8
CCOc1ccc(NC(=O)CN(C)C(=O)CC2CCCCC2)cc1OCC
→ -3	-1.0	-2.7	1	3.1	-21	1	0.7	-1.2	1.1	-2.1
COC(=O)c1c(N)nc(C)n1-c1ccc(OC)cc1
→ -1	-1.6	-0.3	-4	0.1	5	-1	-0.3	0.7	0.6	-0.5
O=C(Nc1nc(-c2ccc(F)c(F)c2)cs1)c1cc([N+](=O)[O-])ccc1N1CCOCC1
→ -3	-1.3	-1.7	-3	-1.4	-13	9	0.2	0.2	2.7	1.3
NCCNC(=O)Cc1cccc(NC(=O)Cc2ccc(Nc3ncnc4c3ncn4[C@@H]3O[C@H](CO)[C@@H](O)[C@H]3O)cc2)c1
→ -2	-1.2	0.5	-4	10*	-4	0	2.7	-1.9	0.0	-2.8
Cc1ccccc1NC(=O)CSCCO
→ 0	-1.6	0.7	1	-2.9	-5	2	0.0	2.4	1.7	-1.8
C/C(=C\c1ccccc1)C(=O)Nc1nc2ccc([N+](=O)[O-])cc2s1
→ -1	-1.2	3.7	-3	3.6	-19	7	-1.5	-1.1	0.3	-2.7
O=C(C[C@H]1C/C=C\C[C@@H](Cc2ccc(F)cc2)C(=O)O[C@H](c2ccccc2)CNC1=O)N[C@@H](CO)Cc1ccccc1
→ 0	-1.1	0.8	-3	-5.1	6	-1	0.2	1.0	-0.3	-0.9
CCOC(=O)C1CCN(C2CCN(C(=O)c3oc4c(C)c(C)ccc4c3C)CC2)CC1
→ 0	-0.8	-0.1	3	3.5	4	5	1.5	-1.2	0.2	1.0
NCc1cccc(CNc2ccc([N+](=O)[O-])cc2C(N)=O)c1
→ 6	-0.6	4.7	1	2.0	7	-4	0.1	-0.7	-1.4	-1.6
CCOC(=O)Cc1csc(/N=C/c2c(O)n(-c3ccccc3C(F)(F)F)c(=O)c3ccccc23)n1
→ -2	-0.9	0.1	-267	3.8	i	7	-0.2	0.6	-0.1	-1.5
